# Screening results (PubChem)
# Rad51 HR inh: Rad51 (human) homologous recombination inhibition. AID 1385. inhibition, % at 10 µM. actives 0.085% (n = 200,000). hRad51 DNA strand exchange, fluorescence dequenching. Q06609;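 active = inhibition above 40% at the single screening dose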;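 note: 0% = DMSO control wells and 100% = blanks with heterologous ssDNA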
# Target sequence (Q06609 whole entry, looked up): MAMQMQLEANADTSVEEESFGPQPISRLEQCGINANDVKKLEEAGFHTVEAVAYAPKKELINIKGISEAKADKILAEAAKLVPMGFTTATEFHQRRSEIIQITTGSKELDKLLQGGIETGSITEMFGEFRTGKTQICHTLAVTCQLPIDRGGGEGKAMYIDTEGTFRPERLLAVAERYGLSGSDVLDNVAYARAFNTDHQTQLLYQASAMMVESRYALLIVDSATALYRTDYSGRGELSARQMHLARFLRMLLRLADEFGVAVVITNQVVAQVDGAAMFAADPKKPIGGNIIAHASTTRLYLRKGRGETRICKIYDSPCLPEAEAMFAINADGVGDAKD
#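 Material: hRad51 filaments on single-stranded DNA; Reagent: Donor/quencher-labelled 47-bp dsDNA substrate; Compound: 10 µM final, single point; Schedule: 37 °C 15-min filament assembly, 30-min compound preincubation, 15-min exchange; Technique: FRET fluorescence, excitation 485 nm, emission 520 nm; Benchmarks: control wells and blank wells on each plate.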
# MDM2 E3 inh: blocks human Mdm2 ubiquitin ligase activity; cell-based MDM2 ubiquitination luciferase reporter, 2 h; 0 = plate control, 100 = twice control, blank-subtracted; signal enhancement, % at 5 µM; actives 0.11% (n = 210,000); AID 1230;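 active = signal enhancement of 30% or more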;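 note: luminescence tracks abundance of the self-degrading MDM2-luciferase fusion protein; higher signal means inhibition of MDM2 E3 ligase activity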
# Target sequence (Q00987 whole entry, looked up, the tested form may be a part): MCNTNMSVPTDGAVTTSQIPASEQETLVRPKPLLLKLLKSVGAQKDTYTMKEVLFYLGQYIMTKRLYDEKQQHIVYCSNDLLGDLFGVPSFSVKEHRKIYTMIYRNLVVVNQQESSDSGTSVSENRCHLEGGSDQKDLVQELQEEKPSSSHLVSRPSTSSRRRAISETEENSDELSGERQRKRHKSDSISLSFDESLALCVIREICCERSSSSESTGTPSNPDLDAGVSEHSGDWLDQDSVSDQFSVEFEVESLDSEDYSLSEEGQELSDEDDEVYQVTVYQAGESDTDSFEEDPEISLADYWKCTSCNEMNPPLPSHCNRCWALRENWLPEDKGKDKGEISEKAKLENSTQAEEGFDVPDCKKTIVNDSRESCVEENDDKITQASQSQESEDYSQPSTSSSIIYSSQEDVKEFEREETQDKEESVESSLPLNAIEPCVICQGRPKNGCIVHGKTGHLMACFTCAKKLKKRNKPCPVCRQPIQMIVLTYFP
#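 system = mammalian cells stably expressing self-ubiquitinating, self-degrading MDM2 E3–luciferase fusion | quantity = 2000 cells per well seeded | incubation = 4 h cell settling then 2 h compound exposure, 37 °C | signal = SteadyLite luminescence, 15 min reagent step | benchmarks = plate control and blank wells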
# eIF4E 4G PPI: eIF4E/eIF4G interaction inhibition in translation initiation | TR-FRET eIF4E-eIF4GI(517-606) binding, 2 h | actives 0.37% (n = 220,000) | AID 782 | inhibition, % at 21.7 µM | P63073+Q04637;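 active = inhibition above about 30%, limit read from the data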;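 note: 0% = full FRET control wells and 100% = background wells lacking eIF4GI fragment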
# L929 necroptosis: L929 zVAD cell death inhibition; L929 zVAD necroptosis rescue, ATP luminescence, 24 h; with zVAD 60 µM; viability rescue, % at 10 µM; actives 0.38% (n = 220,000);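 active = activation, scaled between plate controls, above about 75%, limit read from the data; inactive = activation under that limit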;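 note: 0% = zVAD with DMSO and 100% = DMSO alone without zVAD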
# m-calpain inh: inhibitors of pig calpain II. purified calpain II, fluorogenic peptide substrate, 30 min. inhibition, % at 16 µM. actives 0.37% (n = 220,000);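 active = inhibition above about 50%, limit read from the data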
# KCC2 mod: modulators of human KCC2 chloride dependent transport; Q9H2X9; B-score of Tl+ flux slope (higher = more flux/activation; lower = inhibition) at 10 µM; KCC2 cells, thallium flux FluoZin-2 fluorescence; AID 1456; actives 2.2% (n = 190,000);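 active = thallium flux slope and its plate-corrected score both differing from the plate sample mean at a set confidence after two filtering rounds, in either direction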;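 note: slope of fluorescence scaled to starting intensity during 10 to 20 s after thallium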
# EBV gp42 inh: blocks Epstein-Barr virus glycoprotein 42 binding | Q1HVG2 | actives 0.42% (n = 220,000) | inhibition, % (tested at 21.74 µM) | Fluorescence polarization binding assay, mP read-out; in the data active = inhibition above about 50%
# Target sequence (Q1HVG2 whole entry, looked up): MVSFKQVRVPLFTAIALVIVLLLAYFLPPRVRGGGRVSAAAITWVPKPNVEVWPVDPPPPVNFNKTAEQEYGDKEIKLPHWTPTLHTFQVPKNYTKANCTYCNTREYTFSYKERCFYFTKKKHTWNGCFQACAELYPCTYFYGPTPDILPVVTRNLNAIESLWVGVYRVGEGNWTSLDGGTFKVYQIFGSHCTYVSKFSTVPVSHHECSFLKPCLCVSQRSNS
# TNF death inh: TNF-alpha cell death inhibition in Jurkat FADD-/- cells. Jurkat FADD-/- TNF necroptosis rescue, ATP luminescence, 24 h; 0 = TNF only, 100 = no-TNF cells. activation (protection from cell death), % at 10 µM. actives 0.068% (n = 220,000);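 active = activation, meaning protection from cell death, of at least 50% relative to plate controls; inactive = activation below 50%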;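 note: necroptosis triggered by 40 ng/mL TNF-alpha added together with compound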
# PERK inh: blocks human PERK kinase. Q9NZJ5. CHO PERK-DD fusion, SEAP luminescence translation reporter. inhibition, % at 5.6 µM. actives 0.17% (n = 220,000);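 active = inhibition above the mean inhibition of all tested compounds plus 3 SD, set separately per screening campaign, cut at about 2.9% in these data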;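 note: PERK kinase domain activated by AP20187 dimerizer at 100 nM; 0% = DMSO with dimerizer and 100% = rapamycin at 8.4 µM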
# Active calls of the source: *; i = inactive; . = no result given; [ ] = remark or other dose.
SMILES,Rad51 HR inh,MDM2 E3 inh,eIF4E 4G PPI,L929 necroptosis,m-calpain inh,KCC2 mod,EBV gp42 inh,TNF death inh,PERK inh
C/C(CC(=O)Nc1ccc(Br)cc1)=N\NC(=O)Cc1csc(N)n1,3,.,4,0.9,10,-1,-10,0.9,1.6
CCOC(=O)c1cnn(-c2ccccc2)c1-n1cccc1,4,-29,-22,-0.6,37,.,15,-0.5,0.5
c1coc(-c2nc(-c3ccco3)c(-c3ccco3)nc2-c2ccco2)c1,4,-16,1,0.5,22,0.032,63*,-0.8,1.0
O=C(NCC1CCCO1)Nc1cccc(Cl)c1 (stereo unspecified),0,7,-12,0.0,0,0.24,-1,-0.2,0.6
Clc1ccc(OCc2nnc3n2N=C(c2ccc4c(c2)OCCO4)CS3)c(Cl)c1,-8,-9,-27,0.0,-30,-0.49,-9,-3.7,0.8
Cc1nnc(SC(C(=O)c2ccccc2)c2ccccc2)[nH]c1=O (stereo unspecified),.,.,-17,-0.7,-20,-0.23,2,-0.4,0.1
CCOc1c(C=C(C#N)C#N)c2ccccc2n1CC,7,6,-2[fluorescence artefact?],-0.6,-42,0.016,2,0.4,0.7
Cc1[nH]n(S(=O)(=O)Cc2ccccc2)c(=O)c1N=Nc1ccccc1Cl,22,-5,-1,-0.4,-20,-3.5,-11,-0.7,0.6
Cc1cccc(Nc2ccccc2C(=O)OCC(=O)NCc2ccco2)c1C,-4,-14,10,-0.1,-91,1.1,-20,-6.7,0.3
CC(C)OCCCNC(=O)C1CCC(=O)N1C(C)C (stereo unspecified),0,2,0,-0.2,-3,0.02,-18,0.2,0.3
CCN(CC)c1nc(C)nc2c1sc(=S)n2C,.,-18,2,-0.9,28,-1.3,-1,-1.9,1.0
COc1cccc(NC(=O)CC2COc3ccccc3O2)c1 (stereo unspecified),-2,-8,-2,0.0,-1,0.25,-14,1.2,0.3
O=C(O)CCS(=O)(=O)c1nc(-c2cccs2)cc(C(F)(F)F)n1,.,-10,-3,-0.6,-41,.,-15,-4.9,-0.7
O=C(CSc1nc2sc3c(c2c(=O)[nH]1)CCCC3)NCCO,-2,-18,6,0.2,6,0.52,4,0.8,1.5
COC(=O)C(C(=O)OC)C(C(C)C)C(C(=O)OC)C(=O)OC,-6,.,2,0.4,21,-0.4,-8,-1.3,1.8
COc1ccc2c(C)c(Cl)c(=O)oc2c1,3,-10,-3,-0.3,i,0.012,-4,-4.6,0.5
Cc1nonc1C1CCCN1Cc1nc(-c2ccc(F)cc2F)oc1C (stereo unspecified),6,7,2,5.5,-12,0.84,-20,0.5,0.4
O=C1NC2(CCCCC2)Cc2ccccc21,5,-11,-6,0.0,22,.,-12,0.2,0.3
Cc1cc(NC(=O)Cn2c(=O)c3c(ncn3CCC(C)C)n(Cc3ccccc3)c2=O)no1,-6,-3,.,-0.5,-10,-0.68,-10,-8.1,-1.2
CCN(CC)S(=O)(=O)c1ccc(O)c(C(=O)OCC(=O)Nc2ccc(OC(F)(F)F)cc2)c1,4,-4,5,4.8,-66,1.3,-10,0.3,1.2

# Looked up above.
# m-calpain inh result of `Cc1cccc(Nc2ccccc2C(=O)OCC(=O)NCc2ccco2)c1C` : -91
# L929 necroptosis result of `Cc1nnc(SC(C(=O)c2ccccc2)c2ccccc2)[nH]c1=O` (stereo unspecified) : -0.7
# Rad51 HR inh result of `CCOC(=O)c1cnn(-c2ccccc2)c1-n1cccc1` : 4

# (listing goes on)
SMILES,Rad51 HR inh,MDM2 E3 inh,eIF4E 4G PPI,L929 necroptosis,m-calpain inh,KCC2 mod,EBV gp42 inh,TNF death inh,PERK inh
CCOC(=O)c1cc(-c2ccc(C)cc2)n(CC(=O)NCc2ccco2)c1C,7,-16,2,0.5,19,.,-8,-0.6,0.6
CC1=C(C(=O)NCCc2ccc(C)cc2)C2(CCC(C)CC2)OC1=O (stereo unspecified),-1,.,4,.,-7,-0.6,-3,0.1,-0.3
O=C(COc1ccc(C(=O)c2ccccc2)cc1)NCC(=O)Nc1ccccc1Br,-1,-18,2,1.2,41,-0.99,-10,0.7,0.4
COc1cccc(CNc2ncn[nH]2)c1OCc1ccccc1F,23,-5,1,-0.8,3,1,0,0.4,0.2
S=C(NCCCN1CCOCC1)NC1CC1,.,.,-2,-0.3,-15,0.69,3,-0.4,0.7
O=C1CS/C(=N\N=C\c2ccco2)N1c1ccccc1,9,-7,10,0.9,-29,-0.83,7,2.1,-1.9
O=C(CCc1ccccc1)Nc1nnc(-c2ccc3c(c2)OCCO3)o1,-4,-8,-1,0.2,16,0.11,4,-0.4,1.8
Cc1sc2ncnc(N(C)Cc3ccco3)c2c1C,-2,-10,10,-0.2,5,-1.7,-15,-4.3,-1.0
Cc1ccc(OCC(=O)Nc2ccc3c(c2)OCO3)c(C)c1,.,.,0,-0.5,-1,-0.058,1,-0.2,1.1
O=c1oc2ccccc2c(NCCO)c1[N+](=O)[O-],6,-7,0,1.9,-2,-0.76,-13,-1.0,-0.2
CCN(CC)C(=O)CSc1nc2ccccc2c(=O)n1OC(C)C,5,-5,6,0.8,-6,-0.15,0,0.0,-1.6
O=C1/C(=C/c2cccnc2)SC(=S)N1c1ccc(O)cc1,24,-24,1,0.5,-7,0.23,-7,-2.9,0.8
O=C(Cc1ccc([N+](=O)[O-])cc1)Nc1nnc(C2CC2)s1,-1,9,-2,2.8,-13,-0.24,-5,1.4,0.2
O=C(N/N=C/c1ccc(OC(=O)c2ccccc2)cc1)c1cccc(O)c1,-2,-8,0,1.7,17,-0.084,-3,-3.8,0.1
Cc1nnc(-c2cnn(C)c2N)n1Cc1ccccc1F,2,-12,-9,-0.4,19,1,-8,0.7,0.8
CCOC(=O)Cc1csc(NC(=O)c2ccc3c(c2)OCO3)n1,1,-25,-7,-0.1,-4,-0.22,-14,-2.3,-0.4
COc1ccccc1NC(=O)CN(Cc1ccco1)C(=O)c1ccc(-n2nc(C)cc2C)cc1,2,0,2,0.8,-8,.,-13,-1.3,-1.4
CCCn1c(=O)n(C)c(=O)c2c(SCc3cc(C(C)=O)ccc3OCC)nc(C3CC3)nc21,-3,.,.,-0.1,.,0.29,.,-2.4,-0.7
Cc1ccc(N=C2NC(=O)/C(=C/C=C/c3ccco3)S2)cc1,-61,-7,20,0.9,-15,-0.049,-16,-0.5,1.1
COc1ccccc1N1C(=O)CCC1(C#N)c1ccccc1 (stereo unspecified),-7,-13,4[fluorescence artefact?],-0.1,19,.,-27,-0.8,0.0
CSc1ccc(/C=N/n2c(Cc3ccc(Br)cc3)n[nH]c2=S)cc1,-9,-1,1,2.4,-10,2.7,-14,0.8,0.1
CCOC(=O)CNc1cccc(C(F)(F)F)c1,-4,-3,1,1.3,-17,-0.5,-7,1.1,0.3
CCN(CC)CCNC(=O)c1ccc(Cl)c(S(=O)(=O)Nc2ccccc2OC)c1,-4,-2,1,-0.1,4,-0.28,-22,0.3,0.1
Cc1ccc(C)n1-c1ccc(-c2nnco2)cc1,2,-28,0,0.1,-26,0.73,1,-5.1,0.9
CC1CCCC(C)N1C(=O)COc1ccc(C(=O)Nc2ccccc2N2CCOCC2)cc1 (stereo unspecified),14,-28,3,4.9,6,-0.28,-3,1.3,-0.3
COC(=O)c1sccc1NC(=O)c1c(-c2ccccc2)noc1C,8,1,4,0.1,6,-0.98,-9,-0.1,0.3
NC(=O)NC(=O)CSc1nc(C2CCCCC2)n(-c2ccccc2)n1,0,-4,1[fluorescence artefact?],-0.4,-5,-0.23,1,1.9,0.2
Cc1ccc(S(=O)(=O)CC2CSc3nc(N)cc(=O)n32)cc1 (stereo unspecified),-8,-9,-1[fluorescence artefact?],0.0,-24,.,-9,0.1,0.5
O=c1cc(NCc2ccccc2)nc2ccccn12,8,1,3,3.6,-54,-0.36,-13,1.5,2.0
O=C(Nc1ccon1)c1sc2cc(F)ccc2c1Cl,4,-2,3,-0.2,-15,-0.46,-16,-4.2,0.2
CC(=O)c1cnn(-c2c(Cl)cc(Cl)cc2Cl)c1C,5,14,-3,-0.6,30,0.35,-13,-2.0,-0.7
CCC1C/C(=C\c2cccnc2)C(=O)/C(=C/c2cccnc2)C1 (stereo unspecified),-3,19,-4,2.0,8,-0.3,6,24,-1.2
Cc1cc(O)c(/C=N/Nc2cccc(Cl)c2)c(=O)o1,13,-11,4,1.4,16,-0.79,-18,-2.9,0.4
COc1cccc(OCCOCCN(C)CCO)c1,-11,-12,-4,-1.3,16,1.2,-6,-0.6,0.4
COc1ccc(/C=C(/NC(=O)c2ccc(C)cc2)C(=O)NCC2CCCO2)cc1 (stereo unspecified),7,-17,0,0.1,4,-0.21,13,-0.9,0.1
CC1CCN(Cc2cc(=O)oc3cc4c(cc23)CCCC4)CC1,2,-9,-1,0.8,-6,-1.3,-7,4.4,0.0
CC(=O)CCC(=O)OCC(=O)c1ccc(C(F)(F)F)cc1,-5,-21,8,-0.4,3,0.014,-7,-0.4,1.0
CN=C1SC(CC(=O)Nc2c(C)cccc2C)C(=O)N1/N=C/c1cccs1 (stereo unspecified),2,-10,3[fluorescence artefact?],0.2,-16,1,-10,0.3,-0.5
O=C(CC(NS(=O)(=O)c1ccc(Cl)cc1)c1ccco1)N1CCc2ccccc21 (stereo unspecified),-1,3,-4,-0.2,35,-0.55,1,-0.7,-1.6
O=S(=O)(c1ccc2ccccc2c1)N1CCN(Cc2ccccn2)CC1,-1,-11,3,-0.4,8,-1.3,-7,0.7,-0.2
O=c1oc2c3c4c(cc2c2c1CCC2)OCCN4CCC3,-11,-8,0[fluorescence artefact?],0.1,-492,-0.3,43,-4.1,-0.3
Cc1c(C)c2cc(Cl)c(O)c(CN(C)C)c2oc1=O,-16,-2,2[fluorescence artefact?],0.1,i,1,-5,-0.8,0.5
COc1ccc(O)c(C(=O)c2cnc3c(c2)c(=O)[nH]c(=O)n3C)c1,-1,3,17,-0.4,21,0.22,-8,0.8,0.0
Cn1c(=O)c(=O)n(C)c2cc(S(=O)(=O)N3CCCCC3)ccc21,-10,-20,6,0.2,-18,-0.84,-21,-1.1,1.2
CCCC(=O)Nc1ccc(Cl)c(NC(=O)c2ccc([N+](=O)[O-])cc2Cl)c1,5,0,5[fluorescence artefact?],0.4,0,0.37,-15,2.1,0.8

# Structures listed above marked active in EBV gp42 inh.
canonical_smiles | Rad51 HR inh | eIF4E 4G PPI | m-calpain inh | KCC2 mod | EBV gp42 inh | PERK inh
c1coc(-c2nc(-c3ccco3)c(-c3ccco3)nc2-c2ccco2)c1 | 4 | 1 | 22 | 0.032 | 63* | 1.0

# Part of the list above, reduced to L929 necroptosis, m-calpain inh and TNF death inh.
canonical_smiles	L929 necroptosis	m-calpain inh	TNF death inh
COc1ccc(O)c(C(=O)c2cnc3c(c2)c(=O)[nH]c(=O)n3C)c1	-0.4	21	0.8
Cn1c(=O)c(=O)n(C)c2cc(S(=O)(=O)N3CCCCC3)ccc21	0.2	-18	-1.1

# Already shown: an excerpt of the list.
SMILES,Rad51 HR inh,MDM2 E3 inh,eIF4E 4G PPI,L929 necroptosis,m-calpain inh,KCC2 mod,EBV gp42 inh,TNF death inh,PERK inh
O=c1oc2c3c4c(cc2c2c1CCC2)OCCN4CCC3,-11,-8,0[fluorescence artefact?],0.1,-492,-0.3,43,-4.1,-0.3
Cc1c(C)c2cc(Cl)c(O)c(CN(C)C)c2oc1=O,-16,-2,2[fluorescence artefact?],0.1,i,1,-5,-0.8,0.5
